Casp6 inh: caspase-6 (human) enzyme inhibition; P55212; purified caspase-6, Z-VEID-R110 cleavage fluorescence; inhibition, % at 12.5 µM; 0.53% of 350,000 active; AID 686996;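 active = mean inhibition across replicates at least about 35%, with every replicate also reaching that limit, limit read from the data; inconclusive = only one of the two criteria met; inactive = neither criterion met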;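 note: 0% = median of neutral control wells and 100% = no fluorescence left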
Target sequence (P55212 24-179 limits assumed): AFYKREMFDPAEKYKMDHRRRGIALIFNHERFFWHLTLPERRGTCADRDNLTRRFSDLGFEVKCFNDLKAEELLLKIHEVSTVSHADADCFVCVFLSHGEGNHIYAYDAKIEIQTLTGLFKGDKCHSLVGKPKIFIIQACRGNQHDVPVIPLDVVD
Target sequence (P55212 194-293 limits assumed): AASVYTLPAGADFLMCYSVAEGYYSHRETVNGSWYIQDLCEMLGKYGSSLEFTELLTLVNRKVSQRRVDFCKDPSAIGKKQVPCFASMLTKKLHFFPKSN
CFTR F508del cor: CFTR F508del correction in bronchial cells; CFBE cells, YFP halide quenching; stimulated with forskolin plus potentiator P3; % fluorescence drop versus neutral controls; activity (quench increase), % at 7.58 µM; 0.36% of 350,000 active;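 active = mean added fluorescence quench of at least 8% versus neutral control, with both replicates also reaching 8%; inconclusive = only one of the mean or replicate conditions met; inactive = mean below 8% and not both replicates reaching 8%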;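 note: cells transiently co-express mutant CFTR-F508del with the halide-sensitive YFP; corrector assay measuring rescue of mutant channel to the surface after 24 h compound exposure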
DENV2 CPE: protects cells from dengue virus 2 cytopathic effect; DENV2-infected cells, cytopathic effect rescue, plate reader; CPE inhibition, % at 9.99 µM; 1.7% of 350,000 active; AID 651640; in the data active = CPE inhibition above about 20%, passing the limit was not always enough; inconclusive = no clear call, values can overlap the other calls; tested in BHK-21 cells;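 note: 0% = median of neutral control wells and 100% = median of positive control wells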
RAD52 anneal inh: RAD52 (human) annealing inhibition | recombinant RAD52 DNA annealing, FRET fluorescence | inhibition, % at 18.7 µM | 0.46% of 360,000 active | AID 651710;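 active = every replicate showing at least 50% inhibition; inconclusive = mean inhibition at least 50% but not in every replicate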
E-sel inducer: induces E-selectin expression in human endothelial cells; P16581; HUVEC E-selectin immunofluorescence imaging; normalized: neutral wells 0, TNF-alpha wells 100; activation, % at 7.58 µM; 0.37% of 260,000 active; AID 686992;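 active = mean E-selectin-positive cell signal at least 10% of the positive control, reached in at least 60% of replicates, without over 20% cell loss; inconclusive = no rule given, readout overlaps actives, possibly toxicity-flagged; inactive = the rest, including those meeting only one limit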;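 note: in these data hits start at about 27%; measured in HUVEC primary endothelial cells; signal is the percent of cells scored E-selectin positive by PE staining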
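Material: HUVEC primary endothelial cells; Amount: 3,000 cells per well; Dosing: single concentration; Medium: EGM-2 growth medium on 0.1% gelatin-coated wells; Read-out basis: percent E-selectin-positive cells; Signal: immunofluorescence imaging; Control set: TNF-alpha, DMSO.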
RAD54 branch: inhibitors of human RAD54 branch migration; RAD54 Holliday junction branch migration, FAM/BHQ fluorescence; Q92698; 0.14% of 360,000 active; inhibition, % at 10.4 µM; AID 602329;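 active = mean normalized replicate activity at least 40 and at least half of replicates scoring 40 or more; inconclusive = only one of the two criteria met; inactive = mean below 40 and under half of replicates reaching 40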;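 note: 0% = median of neutral control wells and 100% = median of positive control wells; inhibitors cause a drop in the FAM fluorescence signal; in these data hits start at about 50%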
Target sequence (Q92698 whole entry, looked up): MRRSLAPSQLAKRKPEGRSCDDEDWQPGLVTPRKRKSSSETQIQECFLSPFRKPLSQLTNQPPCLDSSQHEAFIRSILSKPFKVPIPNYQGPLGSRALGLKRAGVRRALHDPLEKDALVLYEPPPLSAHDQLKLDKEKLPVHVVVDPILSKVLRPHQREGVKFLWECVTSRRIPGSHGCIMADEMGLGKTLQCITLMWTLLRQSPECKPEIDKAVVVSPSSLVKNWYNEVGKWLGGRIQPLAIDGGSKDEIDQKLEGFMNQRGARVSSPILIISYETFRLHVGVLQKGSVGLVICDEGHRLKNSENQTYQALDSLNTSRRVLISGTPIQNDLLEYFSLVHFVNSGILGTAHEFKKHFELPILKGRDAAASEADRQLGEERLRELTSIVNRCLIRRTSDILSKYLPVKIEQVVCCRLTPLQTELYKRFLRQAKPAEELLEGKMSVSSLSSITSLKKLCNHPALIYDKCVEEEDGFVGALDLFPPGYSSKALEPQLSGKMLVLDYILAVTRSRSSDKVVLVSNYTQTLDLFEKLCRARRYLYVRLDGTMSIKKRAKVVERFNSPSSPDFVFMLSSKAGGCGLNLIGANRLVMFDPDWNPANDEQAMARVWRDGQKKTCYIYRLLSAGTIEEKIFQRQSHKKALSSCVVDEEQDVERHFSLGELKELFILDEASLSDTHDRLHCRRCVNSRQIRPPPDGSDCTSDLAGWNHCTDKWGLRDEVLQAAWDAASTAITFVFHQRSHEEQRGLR
INS-1E GSIS act: primary screen for activators of insulin secretion dependent on glucose, INS-1E cells, GLuc reporter luminescence | INS-1E GLuc reporter insulin secretion, 2-3 h | activation, % at 16.6 µM | 0.61% of 370,000 active | AID 743287;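 active = lowest replicate activation of at least 40%, so every replicate reaches that level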;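 note: 0% = median of neutral control wells and 100% = median of IBMX positive control wells; some compounds called inactive have numbers as strong as hits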
XiGFP reactiv: activators of X-chromosome reactivation in mouse fibroblasts. XiGFP mouse fibroblasts, % GFP-positive cells imaging, 3 d; cells co-treated with 5-aza-dC sensitizer; scaled so ellipticine positive control = 100%. activation, % at 7.58 µM. 0.055% of 360,000 active. AID 743238;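 active = mean normalized replicate activation at least 10% and every replicate at or above 10%; inconclusive = only one of the two criteria met; inactive = mean below 10% and not all replicates reach 10%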;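 note: 0% = median of on-plate neutral control wells and 100% = ellipticine 6 µM median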
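System: SV40-immortalized XiGFP fibroblast cells, line 68-5-11 / Incubation: 3-day compound exposure, then 15 min fixation at room temperature / Compound: single concentration per compound, delivered by pin transfer / Buffer or medium: DMEM plus 5-aza-dC sensitizer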
The depositor's hits bear a star; ? = inconclusive; / = not tested or not shown; & = joins results of further samples.

SMILES	Casp6 inh	CFTR F508del cor	DENV2 CPE	RAD52 anneal inh	E-sel inducer	RAD54 branch	INS-1E GSIS act	XiGFP reactiv
C[C@@H]1CN([C@@H](C)CO)C(=O)c2cccc(NC(=O)Nc3ccc(F)cc3)c2O[C@@H]1CN(C)Cc1ccc(C(=O)O)cc1	-1.0	-1.9	-7.2	2.8	-0.1	-2.9	/	-0.1
C[C@@H]1CCCCO[C@H](CN(C)S(=O)(=O)c2ccc(F)cc2)[C@@H](C)CN([C@H](C)CO)C(=O)c2cc(NS(=O)(=O)c3ccc(Cl)cc3)ccc2O1	1.6	1.7	?	14.2	-0.1	9.5	0.2	0.1
Cc1ccc(S(=O)(=O)C2(C(=O)NC3CCCCC3)CC2)cc1	-2.3	-0.7	18.0	5.0	/	2.7	22.2	0.0
Cc1ccc(S(=O)(=O)N(C)C[C@@H]2Oc3ccc(NS(=O)(=O)c4cn(C)cn4)cc3C(=O)N([C@H](C)CO)C[C@H]2C)cc1	/	0.8	/	/	0.1	/	5.7	-0.9
C=C(C)Cn1c2ccc(NC(=O)CCc3cccc(Cl)c3)cc2c(=O)n1C	-0.3	1.9	12.7	-7.6	0.2	3.8	-17.6	-0.1
COc1ccc2c3c([nH]c2c1)[C@H](CO)N(C(=O)c1cccnc1)CC31CN(Cc2cccnc2)C1	-0.2	-0.3	-8.5	9.9	-0.3	/	6.6	0.3
CC1(C)CC2(C)OCCN2C(=S)N1 (configuration not stated)	2.3&1.5	4.9&0.4	-3.4&-2.2	-3.5&-2.8	0.6&5.1	0.0	2.1	-0.1&0.1
CC1CCCC(NC(=O)C2CCC(CNc3c(N4CCCCC4)c(=O)c3=O)CC2)C1C (configuration not stated)	-0.2	-0.6	-2.7	-10.5	1.1	/	-17.2	0.0
Cc1ccsc1/C=N/N1CCN(Cc2ccccc2)CC1	-2.3	-0.6	6.2	1.8	/	3.2	1.9	0.1
O=C(N[C@@H]1CC[C@H](CCNS(=O)(=O)c2ccccc2)O[C@@H]1CO)c1cnccn1	2.0	1.0	11.0	-17.0	-0.5	1.5	-3.1	-0.5
COc1ccc(C2/C(=C(/O)c3ccc(C)cc3)C(=O)C(=O)N2CCCN2CCOCC2)cc1 (configuration not stated)	2.5	-2.7	0.0	-14.2	/	-7.1	3.7	0.0
Cn1c(Cn2nnc3ccccc32)nnc1SCC(N)=O	/	-3.8	-8.3	-13.7	/	-11.9	6.3	/
O=C(CN1CCc2cc3c(cc2C1)OCCCO3)Nc1c(F)cccc1F	-2.3	5.1	2.9	-1.2	/	-0.2	-1.5	0.0
CN(c1ccc(C(=O)NCc2cccnc2)cc1)S(=O)(=O)c1ccc(Cl)cc1	-0.7	5.1	8.8	-24.8	0.0	14.6	/	-0.1
CCCC#Cc1ccc2c(c1)O[C@@H](CN(C)Cc1cncnc1)[C@H](C)CN([C@H](C)CO)S2(=O)=O	-2.4	0.2	-0.6	2.8	0.3	-16.7	-26.0	0.0
CCOC(=O)N1CCN(C(=O)c2ccc(CS(=O)(=O)c3ccccc3OC)o2)CC1	5.0	/	/	-5.0	/	1.2	-13.8	/
CCCNC(=O)N1[C@H](C#N)[C@@H](c2ccc(-c3ccccc3F)cc2)[C@H]1CO	3.0	-3.3	?	-4.2	0.7	-3.9	-13.9	0.2
Cc1cc(OC(=O)c2c(C)cc(OC(=O)c3c(C)cc(O)cc3O)cc2O)cc(O)c1C(=O)O	15.7	-2.8	5.5	-10.8	/	-8.4	/	/
COc1ccc(S(=O)(=O)N(C)C[C@H]2Oc3ncc(-c4ccncc4)cc3C(=O)N([C@@H](C)CO)C[C@@H]2C)cc1	-1.0&0.3&1.8	-1.4&0.9&1.5	-1.7&2.0&2.2	-9.2&4.4&11.1	3.1&0.2	-3.4&-4.6&3.8	-2.7&18.0	0.5&1.2
O=C(COc1ccccc1)Nc1ccc(CN2CCCCC2)cc1	-7.1	3.1	-7.2	-14.1	/	9.0	-1.3	0.1

Filtered by structure: the compounds so far containing a Cl atom.
SMILES	Casp6 inh	CFTR F508del cor	DENV2 CPE	RAD52 anneal inh	E-sel inducer	RAD54 branch	INS-1E GSIS act	XiGFP reactiv
C[C@@H]1CCCCO[C@H](CN(C)S(=O)(=O)c2ccc(F)cc2)[C@@H](C)CN([C@H](C)CO)C(=O)c2cc(NS(=O)(=O)c3ccc(Cl)cc3)ccc2O1	1.6	1.7	?	14.2	-0.1	9.5	0.2	0.1
C=C(C)Cn1c2ccc(NC(=O)CCc3cccc(Cl)c3)cc2c(=O)n1C	-0.3	1.9	12.7	-7.6	0.2	3.8	-17.6	-0.1
CN(c1ccc(C(=O)NCc2cccnc2)cc1)S(=O)(=O)c1ccc(Cl)cc1	-0.7	5.1	8.8	-24.8	0.0	14.6	/	-0.1

(next part)
SMILES	Casp6 inh	CFTR F508del cor	DENV2 CPE	RAD52 anneal inh	E-sel inducer	RAD54 branch	INS-1E GSIS act	XiGFP reactiv
COc1ccc(Cc2c(-c3ccccc3)nc3ccc(Br)cn23)c(C)c1	1.4	1.6	-5.9	-20.2	0.7	7.1	14.6	0.0
CC(C)C[C@H]1CN([C@@H](CC(C)C)CN2CCC[C@@H]2CN2C(=O)C(=O)NC[C@@H]2Cc2ccccc2)C(=O)C(=O)N1CCc1ccccc1	5.6	-1.0	0.3	-8.2	0.7	-0.1	-25.1	/
C[C@H]1CN([C@@H](C)CO)C(=O)c2ccccc2-c2ccccc2CO[C@@H]1CN(C)C(=O)Nc1ccnc(N2CCOCC2)c1	-1.5	0.5	-3.9	7.7	0.3	-5.1	8.4	-0.2
C=C1C(=O)OC2C1CCC(C)=CCCC1(C)OC21 (configuration not stated)	8.1	-5.3	0.8	-22.4	-0.2	/	-15.7	-0.2
CC1(CC(=O)N/N=C/c2cc([N+](=O)[O-])c(O)cc2O)OCCO1	68.7*	2.4	0.3	-20.7	/	/	-38.0	0.5
Cc1cc(C)c2nc(SCC(=O)NCCN3C(=O)CSC3=O)cc(C)c2c1	0.9	/	16.5	-15.9	/	-5.6	9.9	0.0
O=S(=O)(Nc1ccc(-n2cnnn2)cc1)c1cccs1	3.4	0.4	-8.3	-16.7	0.6	-11.5	/	1.9
CN(CC(=O)Nc1cccc(F)c1)C(=O)Cc1ccsc1	-77.7	1.7	-7.3	-18.2	7.3	-1.5	-7.5	-0.1
C[C@@H]1CCCCO[C@@H](CN(C)CC2CC2)[C@H](C)CN([C@@H](C)CO)C(=O)c2cc(NC(=O)Nc3ccc(C(F)(F)F)cc3)ccc2O1	/	-2.0	-9.9	/	-0.1	-8.0	8.9	0.4
CC(C)N(C(=O)COC(=O)[C@H](C)NC(=O)c1ccco1)c1ccccc1	-1.1	-2.0	-2.2	-17.7	/	/	0.2	0.0

Reprinted at random: 3 entries already listed.
SMILES	Casp6 inh	CFTR F508del cor	DENV2 CPE	RAD52 anneal inh	E-sel inducer	RAD54 branch	INS-1E GSIS act	XiGFP reactiv
C=C1C(=O)OC2C1CCC(C)=CCCC1(C)OC21 (configuration not stated)	8.1	-5.3	0.8	-22.4	-0.2	/	-15.7	-0.2
CC(C)N(C(=O)COC(=O)[C@H](C)NC(=O)c1ccco1)c1ccccc1	-1.1	-2.0	-2.2	-17.7	/	/	0.2	0.0
Cc1cc(C)c2nc(SCC(=O)NCCN3C(=O)CSC3=O)cc(C)c2c1	0.9	/	16.5	-15.9	/	-5.6	9.9	0.0

Additional compounds follow.
SMILES	Casp6 inh	CFTR F508del cor	DENV2 CPE	RAD52 anneal inh	E-sel inducer	RAD54 branch	INS-1E GSIS act	XiGFP reactiv
CC1(C)CC(=O)C=C(c2ccc(COC(=O)C3CC3)cc2)C1=O	3.7	1.7	-3.5	-4.5	-0.8	-18.3	-9.7	0.3
CCS(=O)(=O)N1CC2(C1)CN(S(=O)(=O)c1ccc(C)cc1)[C@@H](CO)c1[nH]c3cc(OC)ccc3c12	/	-1.7	-3.5	1.5	-0.2	/	-0.7	0.1
Cc1nc(N2CCN(c3ccccn3)CC2)c2c(C)c(C(=O)Nc3ccc(F)cc3)sc2n1	10.6	1.9	/	-3.8	86.0*	/	-21.1	0.0
CCOC(=O)C(Sc1cc(-c2ccccc2)nc2ncnn12)C(C)=O (configuration not stated)	0.8	0.6	-6.6	-87.2	/	/	-6.8	0.1
N#C[C@@H]1[C@@H](c2ccccc2)[C@H](CO)N1C(=O)C1CCCC1	3.1	-1.8	-3.1	-10.4	0.6	8.2	10.7	0.3
CC(C)CC#Cc1cnc2c(c1)C(=O)N([C@H](C)CO)C[C@H](C)[C@H](CN(C)Cc1ccc3c(c1)OCO3)O2	0.4	-0.8	19.2	26.3	-0.1	5.5	-3.9	-0.5
COc1cccc(-c2ccc3c(c2)O[C@H](CN(C)C(=O)C2CCCCC2)[C@H](C)CN([C@H](C)CO)S3(=O)=O)c1	1.0	-0.2	2.1	22.0	-0.1	-0.6	-18.1	-0.1
O=C(O)C1CCN(C(=O)CSc2nnc3ccccn23)CC1	-0.2	-0.4	-2.2	-10.5	-0.1	3.4	15.1	-0.1
O=C(Nc1ccc2c(c1)[C@@H]1C[C@H](CC(=O)N3CCOCC3)O[C@@H](CO)[C@@H]1O2)Nc1ccccc1F	3.7	-3.3	-1.5	-16.1	0.0	1.7	-0.5	0.3
CC(=O)C1C(=O)CC(c2ccc(Cl)cc2)CC1=O (configuration not stated)	-7.5	0.0	-3.9	-21.9	-0.6	-0.6	0.0	0.0
Cc1noc(-c2ccc(C(F)(F)F)cc2)c1NC(=O)Nc1ccc(Cl)cc1	-2.5	-3.5	-2.7	-1.6	/	-0.5	11.9	0.0
CC1CCN(Cc2cc(=O)oc3ccc(C(C)C)cc23)CC1	1.8	-2.4	-0.8	-10.6	-0.1	-4.5	26.2	0.1
CCOc1ccc(CNc2ccc(N3CCCC3)cc2)cc1	0.3	-2.3	-0.9	-2.1	/	7.8	/	/
O=C(C1CCC1)N1CC(=O)N2[C@H](C1)[C@H](c1ccc(-c3cccnc3)cc1)[C@@H]2CO	2.1	1.4	-7.4	0.5	0.0	/	-1.2	0.2
CCN(C(=O)CO/N=C/c1ccc(OC)cc1OC)c1c(N)n(Cc2ccccc2)c(=O)[nH]c1=O	-2.4	0.7	6.2	-9.1	-0.6	11.3	22.8	0.2
O=C(CC1CC1)N1CC(=O)N2[C@H](CO)[C@H](c3ccc(C#Cc4ccc(F)cc4)cc3)[C@@H]2C1	4.5	0.0	0.3	-18.8	0.5	/	-20.6	0.4
CO[C@H]1CN(C)C(=O)c2ccc(NC(=O)C3CC3)cc2OC[C@@H](C)N(Cc2ccccc2)C[C@H]1C	/	0.7	-4.4	6.9	0.3	0.8	2.0	0.0
CC(=O)NC(CCS(C)(=O)=O)C(=O)Nc1cc(C)ccc1C (configuration not stated)	-0.7	1.2	?	-1.8	/	-9.3	9.8	0.3
O=C(C[C@@H]1CC[C@@H](NC(=O)CCN2CCCCC2)[C@H](CO)O1)Nc1nccs1	-0.5	-0.6	-0.6	1.6	-0.2	-1.4	4.5	-0.3
Cc1ccc(NC(=O)COC(=O)c2cc(=O)c3cc(F)ccc3o2)cc1	-1.3	2.5	?	-3.9	3.5	6.2	1.3	0.0
